Screening results deposited in PubChem by several laboratories.
Y pestis TopoI: Yersinia pestis topoisomerase I inhibitors, primary screen, biochemical, cleavage product accumulation, plate reader, single point; Y. pestis Topo-I cleavage product accumulation; activity, % at 10 µM; 360,000 compounds, 0.064% hits; AID 504884, 2011; in the data active = activity above about 50%, passing the limit was not always enough; note: inactives centre near 2
GDH-TPI inh: GDH-TPI coupling enzyme inhibitors, primary screen, artefact control for M. tuberculosis FBA inhibitor project, biochemical, absorbance, full deck; GDH-TPI coupled enzyme counterscreen, NADH absorbance; inhibition, % at 4.8 µM; 360,000 compounds, 1.2% hits; AID 588335, 2011; in the data active = inhibition above about 30%;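 note: 0% = DMSO wells and 100% = wells lacking the enzyme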
FadD28 binding: inhibitors of FadD28 bisubstrate probe binding, primary screen, biochemical, fluorescence polarization, single point; inhibition, % at 12.5 µM; AID 588549, 2011; 360,000 compounds, 0.22% hits; Mycobacterium tuberculosis FadD28 fatty-acid-AMP ligase; in the data active = inhibition above about 8.5%, passing the limit was not always enough
Vc quorum ag: inducers of Vibrio cholerae quorum light production without autoinducers, primary screen, BH1578 luxS cqsA deficient, single point; activation, % at 18.7 µM; AID 588436, 2011; 350,000 compounds, 0.16% hits; V. cholerae BH1578 lux reporter, luminescence, 6 h; in the data active = activation mostly above about 9.7%, no sharp cut-off; note: not every result past the cut was called active; inactives centre near 0; reference of the scale not given here
TcdB inh: TcdB glycohydrolase inhibitors, primary screen, biochemical, single point, plate reader. 350,000 compounds, 0.24% hits. AID 652162, 2013. TcdB glycohydrolase enzymatic assay. inhibition, % at 9.99 µM. Toxin B (Clostridioides difficile), P18177; in the data active = inhibition above about 10%
UGM FP inh: M. tuberculosis UGM enzyme inhibitors, primary screen, biochemical, fluorescence polarization, single point | UDP-galactopyranose mutase (Mycobacterium tuberculosis (strain ATCC 25618 / H37Rv)), … | purified UGM, fluorescence polarization probe displacement | inhibition, % at 10 µM | 320,000 compounds, 0.06% hits | AID 504406, 2011; in the data active = inhibition above about 10%, passing the limit was not always enough
Target sequence (P9WIQ1 whole entry, looked up): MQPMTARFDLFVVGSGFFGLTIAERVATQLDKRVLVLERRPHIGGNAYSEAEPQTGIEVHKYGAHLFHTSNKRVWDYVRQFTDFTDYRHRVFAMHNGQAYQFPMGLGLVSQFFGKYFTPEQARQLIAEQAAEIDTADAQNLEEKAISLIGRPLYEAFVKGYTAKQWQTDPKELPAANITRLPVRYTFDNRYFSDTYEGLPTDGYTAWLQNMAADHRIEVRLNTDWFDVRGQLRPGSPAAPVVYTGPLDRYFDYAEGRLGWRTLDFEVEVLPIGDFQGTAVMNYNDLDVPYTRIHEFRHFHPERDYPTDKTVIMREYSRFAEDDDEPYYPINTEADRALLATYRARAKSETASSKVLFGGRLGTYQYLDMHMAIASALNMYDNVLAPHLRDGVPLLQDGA
Mtb BioA inh: M. tuberculosis BioA enzyme inhibitors, primary screen, biochemical, plate reader, single point, HTS. 360,000 compounds, 0.096% hits. inhibition, % at 9.99 µM. purified M. tuberculosis BioA enzyme. AID 602481, 2012; in the data active = inhibition above about 40%
FBA Mtb inh: Mtb FBA enzyme inhibitors, primary screen, biochemical, fluorescence, strain H37Rv | Fructose-bisphosphate aldolase (Mycobacterium tuberculosis (strain ATCC 25618 / H37Rv)), … | purified M. tuberculosis FBA, fluorescence read-out | inhibition, % at 1 µM | 360,000 compounds, 2.3% hits; in the data active = inhibition above about 27%;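 note: 0% = vehicle and 100% = reference inhibitor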
Target sequence (P9WQA3 whole entry, looked up): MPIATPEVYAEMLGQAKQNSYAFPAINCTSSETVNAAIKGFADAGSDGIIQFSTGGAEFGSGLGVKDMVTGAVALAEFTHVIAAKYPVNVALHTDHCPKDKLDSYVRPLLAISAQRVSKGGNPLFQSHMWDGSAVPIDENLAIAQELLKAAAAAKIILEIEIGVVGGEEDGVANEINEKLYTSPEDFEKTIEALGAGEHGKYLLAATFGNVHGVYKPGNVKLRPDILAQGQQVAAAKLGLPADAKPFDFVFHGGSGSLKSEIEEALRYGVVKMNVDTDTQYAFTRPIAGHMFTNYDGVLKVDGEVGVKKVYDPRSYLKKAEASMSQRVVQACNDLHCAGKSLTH
PfHsp40 rescue: rescue of yeast from PfHsp40 toxicity, primary screen, S. cerevisiae, ATP luminescence; S. cerevisiae expressing PfHsp40, growth rescue; growth rescue, % at 12.5 µM; 340,000 compounds, 0.68% hits; AID 504582, 2011; in the data active = growth rescue above about 28%, passing the limit was not always enough;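 note: yeast W303a lacking pdr1 and pdr3 grown in galactose medium; growth measured after three days at 30 °C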
Starred values were filed as active, the others as inactive; i = inactive; . = no result given; + = active, no number; & = joins results of further samples.

The opening 2 entries (preview)
SMILES	Y pestis TopoI	GDH-TPI inh	FadD28 binding	Vc quorum ag	TcdB inh	UGM FP inh	Mtb BioA inh	FBA Mtb inh	PfHsp40 rescue
COCCCNC(=O)c1nc2ccccc2c(=O)n1NC(=O)Nc1c(Cl)cccc1Cl	2	2	0.2	i	-0.4	2.0	-0.5	1	-0.8
COC(=O)Nc1ccc(S(=O)(=O)N2CCCC(C(=O)N3CCOCC3)C2)cc1 (stereo not drawn)	-6	-1	-1.5	i	1.8	1.0	-0.4	-5	3.1

The listing, previewed entries included:
SMILES	Y pestis TopoI	GDH-TPI inh	FadD28 binding	Vc quorum ag	TcdB inh	UGM FP inh	Mtb BioA inh	FBA Mtb inh	PfHsp40 rescue
COCCCNC(=O)c1nc2ccccc2c(=O)n1NC(=O)Nc1c(Cl)cccc1Cl	2	2	0.2	i	-0.4	2.0	-0.5	1	-0.8
COC(=O)Nc1ccc(S(=O)(=O)N2CCCC(C(=O)N3CCOCC3)C2)cc1 (stereo not drawn)	-6	-1	-1.5	i	1.8	1.0	-0.4	-5	3.1
COc1cc(-c2nnc(SCC(=O)/C(C#N)=C(\C)N)o2)cc(OC)c1OC	2	-4	-2.9	-0.2	.	-4.8	2.6	-1	0.4
CC1(C)CC(=O)C(C2(O)C(=O)Nc3ccccc32)CO1 (stereo not drawn)	-1	-2	-0.2	4.2	-0.3	-1.0	-0.2	-3	1.0
N#CCSc1nc2sc3c(c2c(=O)n1C1CCCCC1)CCCC3	-5	-9	-3.0	-6.2	.	-0.5	-0.8	-3	1.0
Cc1ccc(C(=O)N(Cc2ccccc2)C(C)(C)C)cc1C	35	1	-3.3	-0.3	.	2.2	.	1	21
COc1ccc(-c2csc3ncnc(N4CCN(S(=O)(=O)c5cccs5)CC4)c23)cc1	30	4	-3.2	i	2.7	2.0	-0.9	1	16
O=C(Nc1c[nH]c(=O)[nH]c1=O)OCc1ccccc1	0	1	0.0	i	0.3	.	-1.3	-2	1.0
COc1ccc(C(=O)COC(=O)C(C(C)C)N2C(=O)C3C4C=CC(C4)C3C2=O)cc1 (stereo not drawn)	-4	3	-2.0	i	.	1.3	-0.3	3	0.4
C/C(=N\N1CCN(C2c3ccccc3-c3ccccc32)CC1)c1ccncc1	29	18	-0.1	0.7	.	-1.0	-0.5	1	0.2
COc1ccc(C(=O)Nc2scc(-c3ccc(Cl)cc3Cl)c2C(N)=O)cc1	-5	11	-0.9	7.1	.	-3.1	-5.0	1	2.8
Cc1nnsc1C(=O)NNc1ccc(Cl)cc1	0	-2	-1.6	i	1.7	-1.0	.	-2	-1.3
O=C(Nc1nnc(SCc2ccc(F)cc2)s1)C1CC(=O)N(c2ccc3c(c2)OCCO3)C1 (stereo not drawn)	6	20	2.1	0.0	.	-0.8	-1.1	-1	-0.1
COc1ccc(C(=O)O/N=C(\N)c2ccccc2Cl)cc1OC	6	-2	-0.9	i	1.5	5.1	0.2	4	-1.2
COc1ccc(C2CCCN2C(=S)Nc2c(C)cccc2C)cc1OC (stereo not drawn)	7	9	-3.2	-0.5	1.6	-3.6	0.6	1	-0.9
COC(=O)C1=C(c2ccccc2)C[C@@H]2CC[C@H]1N2C(=O)NCc1ccco1	-9	12	0.2	i	-0.4	1.0	-2.4	4	-1.1
COc1cccc2cc(NC(=O)C3CCCCC3)c(=O)oc12	3	11	0.6	i	.	1.4	-1.4	2	-1.0
CC1CN(Cc2ccccc2Cl)CC(C)O1 (stereo not drawn)	9	-1	-0.7	i	1.1	1.6	1.3	2	-0.1
C/C(N)=C(/C#N)C(=O)CSc1nnc(COc2ccccc2Cl)o1	-1&6	-2&-4	0.9&-3.3	i	-0.7	0.6	0.0	2&2	-1.3&-1.4
NC(=O)C(c1ccc(Cl)cc1)c1ccc(Sc2ccc(Cl)cc2)nn1 (stereo not drawn)	17	3	-1.3	i	.	-0.4	16	-2	2.7

Next section; the last 5 above are carried over.
SMILES	Y pestis TopoI	GDH-TPI inh	FadD28 binding	Vc quorum ag	TcdB inh	UGM FP inh	Mtb BioA inh	FBA Mtb inh	PfHsp40 rescue
COC(=O)C1=C(c2ccccc2)C[C@@H]2CC[C@H]1N2C(=O)NCc1ccco1	-9	12	0.2	i	-0.4	1.0	-2.4	4	-1.1
COc1cccc2cc(NC(=O)C3CCCCC3)c(=O)oc12	3	11	0.6	i	.	1.4	-1.4	2	-1.0
CC1CN(Cc2ccccc2Cl)CC(C)O1 (stereo not drawn)	9	-1	-0.7	i	1.1	1.6	1.3	2	-0.1
C/C(N)=C(/C#N)C(=O)CSc1nnc(COc2ccccc2Cl)o1	-1&6	-2&-4	0.9&-3.3	i	-0.7	0.6	0.0	2&2	-1.3&-1.4
NC(=O)C(c1ccc(Cl)cc1)c1ccc(Sc2ccc(Cl)cc2)nn1 (stereo not drawn)	17	3	-1.3	i	.	-0.4	16	-2	2.7
c1ccc(NNC2=NCCCCC2)cc1	0	3	0.6	i	-4.5	-0.3	-0.5	4	0.3
C=C(C)CNC(=S)NN=C1c2ccccc2-c2ccccc21	11	6	-3.3	-1.1	.	0.9	.	-6	18
CCc1nc2ccc(C(=O)NCCCn3ccnc3)cn2c1N(C)Cc1cccs1	16	5	-0.8	-0.1	0.8	.	2.6	-1	.
CC(Oc1ccccc1F)C(=O)NNC(=O)c1cccc(S(=O)(=O)N2CCN(C)CC2)c1 (stereo not drawn)	4	-2	-0.6	0.0	2.8	-0.6	1.1	-1	-0.8
COC(=O)c1ccc(C)c(NC(=O)CCCN2C(=O)NC(C)(C)C2=O)c1	4	-4	0.8	-0.1	2.5	-1.6	5.4	1	-0.9
COc1ccc(N(CC(=O)NC(C)c2ccccc2)S(=O)(=O)c2c(C)noc2C)cc1 (stereo not drawn)	-8	1	-0.1	-0.6	0.7	3.0	-5.4	5	1.4
Cc1c(C(=O)N2CCN(c3ccccc3F)CC2)sc2ncn(CC(=O)N3CCOCC3)c(=O)c12	-5	6	-0.7	-1.5	.	1.8	0.1	3	0.6
Cc1cc(C)cc(N(CCC#N)C(=O)COC(=O)c2nc3nc(C)cc(C)n3n2)c1	-3	-10	-2.6	i	1.1	-1.1	0.5	1	-0.2
FC(F)(F)c1ccc(-c2nnc(-c3cccnc3)o2)cc1	10	7	1.0	i	0.5	0.3	7.3	11	1.1
COc1cc(CNc2ccc(N3CCCC3)cc2)ccc1OCc1ccccc1F	-23	3	-3.6	-3.3	.	3.3	.	-4	-0.3
O=C(NCCS(=O)(=O)N1CCN(c2ccccc2)CC1)c1ccccc1F	11	-7	-1.5	0.0	0.8	-3.6	.	1	2.0
Cc1ccccc1CCN1CCCC(CN(C)C(=O)c2ccc3ncccc3c2)C1 (stereo not drawn)	1	-7	-0.1	6.1	0.6	0.7	9.5	1	-0.7
Cc1ccc(Cn2ccc(NC(=O)c3noc4c3CCCC4)n2)cc1	7	12	-0.6	-0.3	.	1.1	-0.3	1	-0.8
CC(=O)Nc1cccc(C(=O)/C=C/c2ccc(F)cc2)c1	-6	19	-4.0	0.4	-0.2	1.3	1.5	0	-1.1
COc1ccc(C2/C=C\CN(C(=O)OCc3ccccc3)CC(=O)N2Cc2ccc(F)cc2)cc1 (stereo not drawn)	1	-2	-1.1	-0.7	2.8	0.4	-0.4	1	2.2
OC(COCc1ccco1)CN1CCN(C(c2ccccc2)c2ccccc2)CC1 (stereo not drawn)	22	8	-1.5	i	.	1.6	1.0	0	0.6
C[C@H]1CN([C@@H](C)CO)C(=O)c2cc(Br)cnc2O[C@H]1CN(C)C(=O)c1cnccn1	-3	4	-1.5	-0.5	0.9&0.0	.	-0.8&-0.5	2	.
Cc1cccc(NC(=O)C2CCCN2C(=O)OCC(C)C)c1 (stereo not drawn)	4	4	-1.1	-0.7	.	-0.5	-1.5	-1	4.7
COc1ccc(O)c(C(=O)c2cnn(C(=O)c3cccc(S(=O)(=O)N(C)C)c3)c2)c1	-5	3	-3.2	i	1.0	0.0	-1.2	-2	0.7
O=C(O)c1cc(-c2ccc3c(c2)OCO3)nc2ccc(Br)cc12	0	8	0.9	4.2	0.7	0.7	0.9	2	-0.1
CCc1ccc(C(=O)COC(=O)c2ccco2)cc1	5	-8	-4.2	i	-2.9	-3.2	1.0	-1	-0.5
CC(C)C(=O)NC(c1cccc([N+](=O)[O-])c1)c1c(O)ccc2ccccc12 (stereo not drawn)	2	-2	-2.4	-0.4	0.0	6.3	.	1	-1.7
O=C1NC(c2ccccc2OC(F)F)Oc2ccccc21 (stereo not drawn)	6	2	-0.4	-0.1	-0.2	-3.0	-0.4	6	1.1
COc1ccccc1CN1CC(C(=O)N(C)Cc2ccc(C)o2)CCC1=O (stereo not drawn)	12	12	-3.7	-0.3	0.4	-0.2	1.1	0	-1.0
Cc1ccc(C(=O)c2ccccc2C(=O)O)cc1C	2	-1	-4.2	-0.3	0.3	2.2	-0.4	1	0.4
CC1(C)C(=O)Nc2ccccc2N1C(=O)COC(=O)COc1ccc(C#N)cc1	15	4	-0.9	i	-1.0	-1.8	-0.3	-2	-1.6
C=CCN(C1CCCCC1)S(=O)(=O)c1ccc2c(c1)oc(=O)n2C	14	8	-0.3	-0.2	0.9	0.3	1.2	3	1.7
CCOc1ccc(C(=O)NNC(=O)CCNC(=O)c2ccc(Br)cc2)cc1OC	-2	8	-1.4	-3.7	1.3	-1.8	-0.4	4	0.1
CN1CCN(C(=O)c2cc3c(c(-c4cccc(C#CC(C)(C)O)c4)n2)[C@@H](CCO)N(S(=O)C(C)(C)C)C3)CC1 (stereo partly drawn)	.	.	-1.1	.	-0.7	.	-1.3	2	.
O=C(N/N=C\c1ccccc1OCc1ccccc1)c1ccco1	17	20	-2.7	i	1.7	1.6	.	-2	1.4
COc1ccc(C)cc1Nc1cc(C)nc2ncnn12	-1	8	-0.2	-0.2	-0.3	0.8	-1.1	4	-0.6
O=C(CCCn1c(=S)[nH]c2cc3c(cc2c1=O)OCO3)NCc1ccco1	1	13	0.4	-0.3	-0.8	-1.3	-0.1	0	-0.8
CC(=O)Nc1c(C(=O)c2ccc(F)cc2)oc2ccccc12	13	13	-2.1	-0.3	.	-3.5	.	2	-1.3
CNC(=O)CCCCCNS(=O)(=O)c1ccc(C)cc1	-2	-1	-1.0	i	.	-1.3	-1.0	-2	-0.8
CCOC(=O)N1CCN(C(=O)COC(=O)c2cc(Cl)c(O)c(Cl)c2)CC1	5	0	-3.0	-0.3	-0.3	2.4	.	-7	-1.1
COc1ccc(-c2nc(SCC(=O)NC3CCCC3)c(-c3ccc(OC)cc3)[nH]2)cc1	-5	12	0.2	-0.2	2.6	1.8	-0.4	9	-1.2
COc1ccc(CNC(=O)N2CCc3ccccc3C2)cc1Cl	-5	3	-0.5	i	-0.5	-2.4	2.2	2	1.9
COc1ccccc1-c1cc(C(F)(F)F)c(C#N)c(=O)[nH]1	-4	10	-15	i	1.7	-0.3	.	+	-0.1
COC(=O)c1sccc1N/N=C/c1cccc(Oc2ccccc2)c1	7	16	-1.9	i	0.5	-2.4	-1.2	-1	-0.8
Cc1cccc(C(=O)NCC(c2ccc(F)cc2)N2CCOCC2)c1 (stereo not drawn)	11	-3	-0.8	i	0.3	0.3	0.6	1	0.1
Cn1c(=O)c2c(ncn2CC(=O)OCCCC(=O)c2ccc(Br)cc2)n(C)c1=O	13	1	0.3	.	-0.2	0.5	.	-1	1.0
C#CCOCCOCCOCCNc1nc(N2CCN(C(=O)C(Cc3cc4ccccc4[nH]3)n3cc(C(N)Cc4ccc(O)cc4)nn3)CC2)nc(N2CCN(C(=O)C(CCC(=O)O)n3cc(C(N)C(C)CC)nn3)CC2)n1 (stereo not drawn)	9	5	-1.2	-0.9	-0.6	-5.0	-1.6	-3	-1.3
